Assay outcomes as filed in PubChem.
GASC-1 inh: blocks human GASC-1 demethylase activity; Q9H3R0; GST-JMJD2C(1-420) H3K9me3 demethylation, DELFIA europium; inhibition, % at 2.35 µM; 330,000 tested, 0.069% active;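 active means more than half of a compound's replicate wells show inhibition beyond 50%, single wells judged on their own value; inconclusive means some, but no more than half, of replicates pass 50% inhibition; inactive means no replicate passes 50% inhibition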;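 further: signal counts dimethyl H3K9 product captured on neutravidin plate; 0% = median of DMSO wells and 100% = 0.3 times that DMSO median; strong numbers were not always called active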
Target sequence (Q9H3R0 1-420 limits assumed): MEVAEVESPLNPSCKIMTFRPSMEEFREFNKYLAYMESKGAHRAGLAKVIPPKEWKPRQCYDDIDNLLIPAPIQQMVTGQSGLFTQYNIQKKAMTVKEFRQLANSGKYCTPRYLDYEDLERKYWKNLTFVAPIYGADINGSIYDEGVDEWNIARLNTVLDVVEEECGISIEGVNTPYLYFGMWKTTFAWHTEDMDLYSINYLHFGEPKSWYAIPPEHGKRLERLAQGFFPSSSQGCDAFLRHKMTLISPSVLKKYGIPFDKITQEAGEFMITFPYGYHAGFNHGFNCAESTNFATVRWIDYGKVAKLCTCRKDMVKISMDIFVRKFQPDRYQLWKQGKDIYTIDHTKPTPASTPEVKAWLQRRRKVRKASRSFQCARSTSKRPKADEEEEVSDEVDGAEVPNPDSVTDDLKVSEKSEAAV
CIT2-GFP yeast: modulators of TOR pathway CIT2-GFP in S. cerevisiae; S. cerevisiae CIT2-GFP strain, flow cytometry, 3 h; 100 means same as DMSO wells; GFP response vs DMSO, % at 10 µM; 320,000 tested, 0.065% active;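 active means GFP response relative to DMSO above a set limit, near the screen mean plus 3 SD, cut at about 150% in these data; inconclusive means Fewer than 70 cells measured for a yeast strain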;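 further: ratio of well median GFP fluorescence to mean of DMSO wells on the plate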
MEP2 TOR yeast: modulators of TOR pathway MEP2-GFP in S. cerevisiae; S. cerevisiae MEP2-GFP strain, flow cytometry GFP, 3 h; 100% = DMSO control level; GFP response vs DMSO, % at 10 µM; 330,000 tested, 0.51% active; AID 2016;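 active means GFP response versus DMSO above a set limit, roughly screen mean plus 3 SD, cut at about 180% in these data; inconclusive means fewer than 70 cells counted for a yeast strain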;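 further: median GFP fluorescence of the barcode-gated MEP2-GFP cells per well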
LAP4 TOR yeast: yeast TOR pathway LAP4-GFP modulation; S. cerevisiae LAP4-GFP multiplex, flow cytometry GFP, 3 h; median GFP as percent of DMSO wells; GFP response vs DMSO, % at 10 µM; 320,000 tested, 0.34% active; AID 2023;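 active means GFP response vs DMSO above a set limit, about the screen mean plus 3 SD, cut at about 150% in these data; inconclusive means under 70 cell events counted for the yeast strain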
AGP1-GFP MLPCN: modulators of TOR pathway AGP1-GFP in S. cerevisiae | AID 2066 | S. cerevisiae AGP1-GFP multiplex flow cytometry, 3 h; GFP as percent of DMSO wells | GFP response vs DMSO, % at 10 µM | 320,000 tested, 0.02% active;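 active means GFP response relative to DMSO above a set limit, near screen average plus 3 SD, cut at about 150% in these data; inconclusive means fewer than 70 cells counted for the yeast strain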;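 further: median GFP channel fluorescence of the gated AGP1 strain per well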
RPL19A TOR yeast: modulators of TOR pathway RPL19A-GFP in S. cerevisiae; S. cerevisiae RPL19A-GFP strain, flow cytometry, 3 h; stronger effect = lower value; percent response vs DMSO, % at 10 µM; 330,000 tested, 0.3% active; AID 2025;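 active means percent response vs DMSO below 50%; inconclusive means fewer than 70 events counted for the yeast strain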;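 further: median channel GFP fluorescence of the barcoded RPL19A-GFP strain; ratio of sample median GFP to plate DMSO average so 100% = DMSO; lower means less RPL19A-GFP as with rapamycin TOR inhibition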
GRK2 inh: human GRK2 inhibition via aptamer displacement. bead flow cytometry, FAM-aptamer displacement from GRK2. inhibition of aptamer binding, % at 10 µM. 330,000 tested, 0.59% active;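 active means inhibition of aptamer binding above 40%, roughly 3 SD of noise, on plates passing a quality check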;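 further: median bead fluorescence of bound FAM aptamer so fluorescent compounds give negative values; no value below 0 was filed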
Target sequence (P25098 whole entry, looked up): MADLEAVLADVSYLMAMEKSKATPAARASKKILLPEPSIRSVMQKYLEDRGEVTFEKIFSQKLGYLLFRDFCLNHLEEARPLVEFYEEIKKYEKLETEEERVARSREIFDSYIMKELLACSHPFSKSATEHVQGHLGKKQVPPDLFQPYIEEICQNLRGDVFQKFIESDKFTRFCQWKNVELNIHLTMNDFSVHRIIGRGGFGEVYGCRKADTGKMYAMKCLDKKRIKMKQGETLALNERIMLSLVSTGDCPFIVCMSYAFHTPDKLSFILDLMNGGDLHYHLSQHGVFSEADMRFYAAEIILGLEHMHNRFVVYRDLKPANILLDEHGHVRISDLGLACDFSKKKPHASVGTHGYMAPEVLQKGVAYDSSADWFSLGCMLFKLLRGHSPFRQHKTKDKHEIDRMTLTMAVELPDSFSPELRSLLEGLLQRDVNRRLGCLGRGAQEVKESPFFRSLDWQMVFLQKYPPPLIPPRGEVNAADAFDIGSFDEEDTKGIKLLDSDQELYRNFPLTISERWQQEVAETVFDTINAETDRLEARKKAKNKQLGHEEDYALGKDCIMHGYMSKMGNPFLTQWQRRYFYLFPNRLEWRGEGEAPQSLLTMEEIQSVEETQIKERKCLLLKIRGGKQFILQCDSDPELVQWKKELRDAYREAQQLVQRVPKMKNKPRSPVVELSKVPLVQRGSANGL
VLA-4 inh: inhibition in a human VLA-4 binding assay; inhibition, % (about 7 µM as worked out from the volumes in the protocol); AID 2557; P13612; VLA-4 expressing cells, ligand binding flow cytometry; 330,000 tested, 0.2% active; in the data active means inhibition above about 50%
* marks the source's active call; other numbers are inactive results; ? = inconclusive; · = not tested or not shown.

SMILES	GASC-1 inh	CIT2-GFP yeast	MEP2 TOR yeast	LAP4 TOR yeast	AGP1-GFP MLPCN	RPL19A TOR yeast	GRK2 inh	VLA-4 inh
Nc1nc(NCC2CCCO2)nc(Nc2ccccc2)c1[N+](=O)[O-] (stereo not drawn)	6	92	103	111	98	102	0	4
CCN1CCc2nc3sc(C(=O)N4CCc5ccccc5C4)c(N)c3cc2C1	-20	104	104	99	110	101	0	-11
O=C(O)c1cc(-c2cccc([N+](=O)[O-])c2)n[nH]1	14	86	97	100	94	94	4	-2
C=COCCNC(=O)Nc1ccc(Cl)c(Cl)c1	-2	100	95	100	100	95	1	-22
O=C1CC(Cc2ccccc2)C(=O)N1CCc1ccc2c(c1)OCO2 (stereo not drawn)	22	94	95	106	90	97	2	5
O=C(N/N=C/c1cccs1)c1cncc(Br)c1	10	106	106	102	100	102	0	23
COc1ccc(NC(=O)c2ccc(NC(=O)CCS(=O)(=O)c3cccs3)cc2)cc1	-3	105	107	100	105	102	2	12
S=c1[nH]ncn1/N=C/c1ccc(N2CCOCC2)cc1	-5	103	104	100	105	104	0	0
Cc1cc(NC(=O)c2ccc(Br)c([N+](=O)[O-])c2)no1	17	98	99	101	97	99	0	8
CCOC(=O)CC(=O)CSc1ncnc2c1oc1ccccc12	0	99	103	109	102	103	4	6
CCOc1ncccc1C(=O)OCC(=O)Nc1cc(S(=O)(=O)N(CC)CC)ccc1C	0	85	94	88	87	86	0	10
CCn1c(SC(C)C)nnc1-c1cc(-c2ccccc2)sc1N	0	85	94	105	88	96	4	37
CC(=O)c1ccc(Sc2ccccn2)c([N+](=O)[O-])c1	2	99	109	107	102	101	1	0
COc1ccccc1NC(=O)N1CCc2c([nH]c3ccccc23)C1C(F)(F)F (stereo not drawn)	1	102	112	116	114	105	0	10
Cn1c(=O)c2c(nc(N3CCOCC3)n2C/C=C/c2ccccc2)n(C)c1=O	-5	100	105	107	99	96	1	-1

Five entries out of the list above, sorted by the value under GASC-1 inh, lowest first:
SMILES	GASC-1 inh	CIT2-GFP yeast	MEP2 TOR yeast	LAP4 TOR yeast	AGP1-GFP MLPCN	RPL19A TOR yeast	GRK2 inh	VLA-4 inh
Cn1c(=O)c2c(nc(N3CCOCC3)n2C/C=C/c2ccccc2)n(C)c1=O	-5	100	105	107	99	96	1	-1
COc1ccc(NC(=O)c2ccc(NC(=O)CCS(=O)(=O)c3cccs3)cc2)cc1	-3	105	107	100	105	102	2	12
C=COCCNC(=O)Nc1ccc(Cl)c(Cl)c1	-2	100	95	100	100	95	1	-22
O=C(N/N=C/c1cccs1)c1cncc(Br)c1	10	106	106	102	100	102	0	23
O=C(O)c1cc(-c2cccc([N+](=O)[O-])c2)n[nH]1	14	86	97	100	94	94	4	-2

(cont.)
SMILES	GASC-1 inh	CIT2-GFP yeast	MEP2 TOR yeast	LAP4 TOR yeast	AGP1-GFP MLPCN	RPL19A TOR yeast	GRK2 inh	VLA-4 inh
Cc1ccc(NC(=O)c2noc3c2CCCCC3)cc1	-1	96	96	97	97	96	1	1
CN(C)S(=O)(=O)N1CCN(c2ccc([N+](=O)[O-])c(N3CCOCC3)c2)CC1	3	94	95	91	92	91	3	14
FC(F)Sc1ccc(NC2=NCCCCC2)cc1	-29	104	100	106	102	100	0	9
COc1ccccc1OCCC(=O)OCC(=O)c1c(N)n(C)c(=O)n(C)c1=O	-4	107	112	104	103	97	0	7
Cc1csc(NC(=O)c2cccc(S(=O)(=O)N3CCCCC3)c2)n1	-6	95	102	103	102	103	0	1
CC(=O)c1sc(-c2ccc(F)cc2)cc1NS(=O)(=O)c1ccc(C)cc1	-2	91	103	112	105	102	0	-2
CCCC1(C)NC(=O)c2ccccc2O1 (stereo not drawn)	8	86	90	83	89	87	0	13
COc1cccc2[nH]c(C(=O)NCCCN3CCCC3=O)cc12	43	99	97	91	100	99	1	-2
COc1ccc(C2=CC(=O)CC(c3ccccc3)C2)cc1 (stereo not drawn)	-85	99	107	102	102	104	0	21
CCOc1ccccc1NC(=O)Cn1cnc2c(nnn2-c2cccc(OC)c2)c1=O	2	110	97	121	110	99	0	-4
Cc1cccc(N(Cc2cc3ccc(C)cc3[nH]c2=O)C(=O)c2ccco2)c1	15	104	111	94	105	104	2	7
CC(=O)c1cccc(NC(=O)NCc2ccccn2)c1	11	96	96	100	99	97	3	7
COc1cccc(N2CC(C(=O)NC3CCCCC3)CC2=O)c1 (stereo not drawn)	-7	91	90	94	92	90	0	11
Cc1ccccc1-c1nc(CS(=O)(=O)CC(=O)NC2CC2)c(C)o1	6	107	111	104	105	106	3	17
CCc1ccc(/C(C)=N/NC(=O)CNC(=O)/C=C/c2ccco2)cc1	6	98	93	96	97	100	42*	1

As entered above:
Reading of `Cc1ccccc1-c1nc(CS(=O)(=O)CC(=O)NC2CC2)c(C)o1` under MEP2 TOR yeast: 111
Reading of `CC(=O)c1cccc(NC(=O)NCc2ccccn2)c1` under MEP2 TOR yeast: 96
Reading of `Cc1cccc(N(Cc2cc3ccc(C)cc3[nH]c2=O)C(=O)c2ccco2)c1` under GRK2 inh: 2

(more compounds)
SMILES	GASC-1 inh	CIT2-GFP yeast	MEP2 TOR yeast	LAP4 TOR yeast	AGP1-GFP MLPCN	RPL19A TOR yeast	GRK2 inh	VLA-4 inh
Cc1ccc(-c2nc(C)sc2CC(=O)OCC(=O)Nc2ccc(F)c(Cl)c2)cc1	4	80	98	94	96	94	2	8
O=C(O)c1ccc(Cl)c(NC(=O)C2CCCN2S(=O)(=O)c2cccc3nsnc23)c1 (stereo not drawn)	-16	101	110	105	107	103	0	4
CSc1nc2ccccc2cc1/C=C(\C#N)c1ccccc1	-4	106	101	105	110	100	1	-18
COc1ccc2nc(NC(=O)CSc3nnc(-c4ccoc4C)n3C)sc2c1	8	100	94	93	96	98	0	-5
CC(=O)Nc1ccc(NC(=O)C(C)Oc2ccc(C)nc2[N+](=O)[O-])cc1 (stereo not drawn)	9	99	96	97	96	98	0	-6
c1ccc2cc3[nH]c(CN4CCCCC4)nc3cc2c1	-4	98	97	100	99	97	0	12
COc1ccc2noc3c2c1C(=O)c1ccccc1-3	4	143	168	147	94	105	12	-361
Cc1cc(C)cc(C(=O)NN2CCOCC2)c1	-13	109	122	94	95	98	0	24
COc1ccccc1C(=O)NC(CCSC)C(=O)OC(C)C(=O)NC1CC1 (stereo not drawn)	-1	88	108	112	96	95	3	-7
CS/C(=C\[N+](=O)[O-])Nc1ccc(C)cc1	16	101	106	102	99	104	0	-4
Cc1nc2ccc(Br)cn2c1NC(C)(C)C	79	102	99	98	104	99	2	7
O=C(NCC(=O)N1CCN(S(=O)(=O)c2ccccc2F)CC1)c1ccc(Br)o1	-12	95	94	81	91	81	1	6
CCn1nc(C)c(CN2CCC(n3nccc3NC(=O)CCCc3ccccc3)CC2)c1C	-32	·	140	89	107	110	0	3
C=CCNC(=O)/C(=C\c1cccc([N+](=O)[O-])c1)NC(=O)c1ccccc1	-3	100	103	95	100	106	9	0
N#Cc1ccc(C2=CC(=O)C[C@H](c3ccc4c(c3)OCO4)C2)cc1	2	90	106	113	91	96	0	3
Cc1ccc(NC(=O)Cn2ccc([N+](=O)[O-])n2)cc1C	5	106	99	111	102	95	0	3
C=CC[C@H](CC(=O)N(CCO)Cc1ccccc1)C(=O)N[C@H](COC(=O)[C@@H](CC=C)Cc1ccc(F)cc1)Cc1c[nH]c2ccccc12	-5	98	107	104	110	101	2	8
Cc1cc(C)c(NC(=O)CCN2C(=O)c3ccccc3S2(=O)=O)c(C)c1	1	112	102	107	113	102	0	-4
O=C(N/N=C/C1C(c2ccccc2)C1(Cl)Cl)c1cccc(Cl)c1 (stereo not drawn)	-5	87	94	125	?	94	0	34
CCN1CCN(C(=S)c2ccc(-c3ccccc3)cc2)CC1	9	102	103	100	99	104	17	-16
Cc1ccc(C(=O)CSc2nnc(-c3ccncc3)n2C)cc1	7	96	96	97	98	96	1	-2
Cc1cc(C(C)(C)C)cc(C)c1Cn1c2[n+](c3ccc(C(F)(F)F)cc31)CCCCC2	-27	98	95	104	104	96	0	15
CCCCC(=O)N(Cc1nc2sc(C)c(C)c2c(=O)[nH]1)C1CCCC1	6	82	98	92	91	90	2	-3
O=C(COc1ccc(Br)cc1Br)NN1C(=O)c2ccccc2C1=O	-4	90	96	108	96	94	4	15
CCOc1cc(N2CCOCC2)c(OCC)cc1NC(=O)c1oc2ccccc2c1C	6	106	100	93	98	99	2	3
CCOC(=O)Nc1cc(C)ccc1OC	7	105	106	99	102	100	0	14
CCN(C(=O)c1cc2cccc(OC)c2oc1=O)C1CCCCC1	2	99	101	96	100	98	0	8
O=C(CSc1ccc(-c2cccnc2)nn1)Nc1ccccc1	-9	92	94	89	96	105	6	-7
O=C(O)CSCc1nc2ccccc2s1	4	97	101	98	103	96	0	4
CC(=O)c1ccc(NC(=O)Nc2sc(NS(=O)(=O)c3ccccc3)nc2C)cc1	5	104	100	112	103	100	3	14

The final two entries of the part above are carried over, then new ones follow:
SMILES	GASC-1 inh	CIT2-GFP yeast	MEP2 TOR yeast	LAP4 TOR yeast	AGP1-GFP MLPCN	RPL19A TOR yeast	GRK2 inh	VLA-4 inh
O=C(O)CSCc1nc2ccccc2s1	4	97	101	98	103	96	0	4
CC(=O)c1ccc(NC(=O)Nc2sc(NS(=O)(=O)c3ccccc3)nc2C)cc1	5	104	100	112	103	100	3	14
CCc1ccc(Nc2n[n+](-c3ccccc3)c(-c3cc(OC)c(OC)cc3Br)s2)cc1	-3	81	101	99	89	109	0	-8
COc1ccc(CN2C(=O)CSCC2=O)cc1OC	2	108	106	89	104	106	0	3
CC(=O)n1c(C=Nc2ccc(Cl)cc2)c(O)c2ccccc21	-1	106	109	109	105	105	0	-13
Cc1ccc(-c2nnn(CC(=O)Nc3ccc(S(=O)(=O)N4CCC(C)CC4)cc3)n2)cc1	0	97	108	100	101	100	0	32
CCCN(CCC)CCCNC(=O)CS(=O)Cc1nc(-c2ccc(OC)c(OC)c2)oc1C (stereo not drawn)	25	111	101	96	103	102	0	-17
COc1ccc(-c2csc(NC(=O)c3ccccc3NS(=O)(=O)c3ccc(F)c(F)c3)n2)cc1	23	83	95	109	99	95	11	14
Fc1cccc(CCN2CCNC[C@@H]2Cc2ccccc2)c1	0	103	103	102	106	104	0	15
Cc1cccc(/N=C/C2=C(O)CC(C)(C)CC2=O)n1	-7	83	88	85	88	95	2	7
O=C(c1ccccc1)N1CCn2c1nc1ccccc12	19	103	109	102	105	104	0	18
COCCCNC(=O)COc1ccc(S(=O)(=O)Nc2ccccc2)cc1	0	97	102	104	99	100	4	7
O=C(Cc1cccs1)N=Nc1c(O)[nH]c2ccccc12	-50	106	101	107	104	101	8	-2

Record cards (already shown). Order of screens: GASC-1 inh, CIT2-GFP yeast, MEP2 TOR yeast, LAP4 TOR yeast, AGP1-GFP MLPCN, RPL19A TOR yeast, GRK2 inh, VLA-4 inh
Cc1ccc(-c2nc(C)sc2CC(=O)OCC(=O)Nc2ccc(F)c(Cl)c2)cc1 in the list: 4, 80, 98, 94, 96, 94, 2, 8
CCCC1(C)NC(=O)c2ccccc2O1 (stereo not drawn) in the list: 8, 86, 90, 83, 89, 87, 0, 13
CN(C)S(=O)(=O)N1CCN(c2ccc([N+](=O)[O-])c(N3CCOCC3)c2)CC1 in the list: 3, 94, 95, 91, 92, 91, 3, 14
